# Screening results from PubChem BioAssay.
# NPR2 activator = GC-B (human) receptor activation | AID 1920062 | 370,000 compounds, 0.11% hits | activation, % at 10 µM | HEK293-GC-B cells, CNP EC30, cGMP TR-FRET; 0% at EC30 CNP, 100% saturating CNP | P20594;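 active = activation at 10 µM reaching about 35% in either raw or pattern-adjusted values, limit read from the data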
# ssDAF-12 act = S. stercoralis DAF-12 activation, primary screen; HEK293 ssDAF-12/GRIP1 lit1-tk-luc reporter, luminescence; % of 3 µM dafachronic acid response; activation, % at 6.8 µM; 370,000 compounds, 1% hits; AID 652126;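 active = activation above the mean over all tested compounds plus 3 SD, cut at about 0.9% in these data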;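 also: 0% = DMSO-only wells and 100% = 3 µM delta7-dafachronic acid wells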
# hcDAF-12 act = activates DAF-12 receptor from parasite H. contortus; 370,000 compounds, 1.4% hits; activation, % at 6.8 µM; AID 652067; HEK293 hcDAF-12 lit1-tk-luc reporter, luminescence; 0% DMSO, 100% Δ7-dafachronic acid;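 active = activation above the mean of all tested compounds plus 3 SD, cut at about 5.5% in these data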;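 also: 100% = response to 3 µM Δ7-dafachronic acid high control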
# DAX1 inh-1 = DAX1 (NR0B1) inhibition, primary screen; 370,000 compounds, 1.1% hits; HEK293T StAR-luciferase reporter, SF-1/DAX-1 repression relief; AID 652010; inhibition, % at 6.8 µM;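 active = inhibition above the mean over all tested compounds plus 3 SD, cut at about 3.6% in these data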;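 also: 0% = DAX-1 cells with DMSO and 100% = cells lacking DAX-1 with DMSO; higher inhibition means more luminescence from relief of DAX-1 repression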
# FXN GAA850 act = activators of GAA850 frataxin (FXN) promoter; activation, % at 6 µM; AID 540364; 360,000 compounds, 0.56% hits; HEK293 lucGAA850 FXN promoter luciferase reporter, 24 h; percent of 10 µM SAHA response;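 active = activation above the average of all compounds screened plus 3 SD, cutoff fixed separately per campaign, cut at about 7.5% in these data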;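 also: 0% = DMSO wells and 100% = 10 µM SAHA wells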
# SMARCA2 activ = activators of SMARCA2 function; MG213 cells, MMTV-luciferase reporter, dexamethasone, overnight; activation, % at 9.1 µM; 370,000 compounds, 1% hits; AID 652017; in the data active = activation above about 7.8%;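 also: 0% = vehicle wells and 100% = reference activator wells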
# sPLA2-III inh = Inhibits HGIII-sPLA2 liposome hydrolysis, primary screen; 370,000 compounds, 0.56% hits; inhibition, % at 12.2 µM; QFRET BODIPY PC-A2 liposome hydrolysis, fluorescence;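 active = inhibition above mean plus 3 SD of compounds lying within the high and low control bounds, cut at about 19% in these data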;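 also: 0% = median of test compound wells and 100% = no enzyme DMSO wells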
# Target sequence (Q9NZ20 whole entry, looked up): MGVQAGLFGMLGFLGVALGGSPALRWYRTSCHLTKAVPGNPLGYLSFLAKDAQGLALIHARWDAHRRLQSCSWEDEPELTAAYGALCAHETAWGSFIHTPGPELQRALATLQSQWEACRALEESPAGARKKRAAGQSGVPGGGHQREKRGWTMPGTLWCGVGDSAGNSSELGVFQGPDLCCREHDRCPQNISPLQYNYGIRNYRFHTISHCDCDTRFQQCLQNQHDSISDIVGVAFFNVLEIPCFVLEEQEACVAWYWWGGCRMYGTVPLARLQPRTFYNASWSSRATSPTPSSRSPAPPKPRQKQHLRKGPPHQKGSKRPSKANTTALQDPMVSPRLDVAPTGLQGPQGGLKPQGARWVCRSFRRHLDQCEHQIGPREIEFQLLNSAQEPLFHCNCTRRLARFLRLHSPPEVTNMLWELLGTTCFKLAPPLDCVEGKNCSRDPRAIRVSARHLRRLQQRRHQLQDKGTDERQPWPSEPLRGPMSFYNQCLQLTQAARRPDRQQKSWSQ
# NPR1 activator = GC-A (human) enzyme activation; AID 1671463; activation, % at 10 µM; P16066; HEK293 GC-A cells, cGMP TR-FRET, EC30 ANP; 0% at EC30 ANP, 100% saturating ANP; 370,000 compounds, 0.14% hits; in the data active = activation above about 40%
# hgDAF-12 ag = hgDAF-12 agonism, primary luciferase screen | HEK293 GAL4-hgDAF12 UAS-luciferase reporter, agonist luminescence; normalized to butyrate control | activation, % at 6.8 µM | 370,000 compounds, 1.8% hits;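 active = activation above a cutoff set at the mean of all screened compounds plus 3 SD, cut at about 10% in these data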;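 also: 0% = DMSO wells and 100% = sodium butyrate wells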
# KLK7 zymogen act = activators of human kallikrein-7 zymogen. purified proKLK7, EDANS-DABCYL substrate fluorescence; 100% is mature enzyme control, 0% vehicle. activation, % at 7 µM. P49862. 370,000 compounds, 0.9% hits;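 active = activation above the mean of all tested compounds plus 3 SD, computed per campaign excluding outliers beyond control limits, cut at about 13% in these data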
# Target sequence (P49862 whole entry, looked up): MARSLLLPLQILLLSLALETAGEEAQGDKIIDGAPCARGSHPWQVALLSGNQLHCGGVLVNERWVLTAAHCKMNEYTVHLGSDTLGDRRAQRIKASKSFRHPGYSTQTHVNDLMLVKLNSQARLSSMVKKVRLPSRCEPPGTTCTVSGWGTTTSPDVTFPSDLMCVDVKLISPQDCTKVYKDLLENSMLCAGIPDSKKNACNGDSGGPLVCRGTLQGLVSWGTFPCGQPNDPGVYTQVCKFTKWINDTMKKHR
# DAX1 inh-2 = NR0B1 (DAX1) inhibition; 340,000 compounds, 0.99% hits; AID 504766; inhibition, % at 6.75 µM; P51843; HEK293 Gal4-DAX1 luciferase reporter, luminescence;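 active = inhibition above the mean over all tested compounds plus 3 SD, cut at about 4.2% in these data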;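 also: 0% = DAX1-transfected cells with DMSO and 100% = empty-vector control cells with DMSO; inhibition shows as a rise in luminescence from relieved DAX1 repression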
# Target sequence (P51843 207-470 limits assumed): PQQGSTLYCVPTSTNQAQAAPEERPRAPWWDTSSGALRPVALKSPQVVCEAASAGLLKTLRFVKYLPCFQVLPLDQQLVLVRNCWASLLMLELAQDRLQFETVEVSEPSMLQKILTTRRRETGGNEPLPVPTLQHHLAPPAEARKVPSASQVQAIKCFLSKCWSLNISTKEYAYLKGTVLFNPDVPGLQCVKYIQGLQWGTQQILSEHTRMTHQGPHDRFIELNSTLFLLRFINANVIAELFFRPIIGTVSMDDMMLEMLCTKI
# Numbers without * were called inactive; . = not tested or not shown.
SMILES,NPR2 activator,ssDAF-12 act,hcDAF-12 act,DAX1 inh-1,FXN GAA850 act,SMARCA2 activ,sPLA2-III inh,NPR1 activator,hgDAF-12 ag,KLK7 zymogen act,DAX1 inh-2
Cc1cc(=O)n(Cc2ccc(OC(C)C)cc2)c(=S)[nH]1,5,-1.9,-2.2,1.3,2.5,-3,4,6,-1.0,0.4,-0.5
Cc1cccc(NC(=O)CSCC(=O)N2CCCc3ccccc32)c1,-7,-0.8,-0.5,1.3,0.1,0,4,-3,-0.1,0.3,3.3
C=CCn1c(SCC(=O)N2CCc3ccccc3C2)nc2sc(C)c(C)c2c1=O,-3,-1.1,3.9,-0.3,2.9,-1,0,-1,-0.3,-0.6,0.3
COc1ccccc1C(CNC(=O)c1cc(S(=O)(=O)N2CCOCC2)ccc1C)N1CCCC1 (stereo not given),-2,-1.1,0.5,-0.1,-0.9,7,1,-6,2.7,-0.1,0.1
CCOC(=O)C(=O)NC12CC3CC(CC(C3)C1)C2,0,-1.3,-1.5,0.2,0.8,-2,3,3,1.3,-0.7,-1.1
CN(CC(=O)Nc1ccccc1Br)C(=O)CNC(=O)C1CCCCC1,1,-1.2,-1.3,0.3,0.8,-1,-1,2,-0.9,-0.6,0.3
Cc1nc2ccsc2c(=O)n1-c1cccc(Cl)c1,-1,-0.8,-1.4,-0.4,0.0,2,-1,-2,-0.9,0.2,-1.0
O=C(NCCCN1CCOCC1)c1ccccc1N1C(=O)[C@@H]2Cc3c([nH]c4ccccc34)C(c3ccccc3)N2C1=O (stereo not given in full),11,-0.4,5.8*,0.0,-4.8,2,-17,0,3.9,0.4,.
O=C(Cn1cc(C(F)(F)F)ccc1=O)N1CCN(S(=O)(=O)c2ccc(Cl)cc2)CC1,5,-1.4,-1.4,0.3,0.6,0,-4,-6,0.0,-0.2,1.2
COc1ccccc1-c1cc(N)n(S(=O)(=O)c2cccc3nsnc23)n1,-7,-0.3,-1.5,-0.6,1.8,-2,4,-9,-3.0,0.5,-1.3
Cc1ccc(/C=N/NC(=O)c2sccc2OCc2ccc(F)cc2)cc1,-8,-0.9,0.1,-0.5,-2.8,4,-7,-9,3.6,-0.3,-1.7
CC(=O)N/N=C(\C)c1ccc(Br)cc1Br,-5,-0.4,-1.0,0.9,1.3,-3,0,1,0.6,0.6,3.6
CC1CCc2sc(C(=O)N/N=C/C3CCCCC3)cc2C1 (stereo not given),-5,-1.2,-1.1,-0.7,0.1,-3,-3,2,4.7,-1.6,-1.6
CCCCCCCCC(=O)NCCOc1ccccc1,-3,-1.5,0.9,-0.4,-1.7,1,-6,0,3.4,0.6,-0.8
COc1ccc(OC)c(C2C(C(=O)Nc3nc4ccccc4s3)=C(C)NC3=C2C(=O)CCC3)c1 (stereo not given),-3,-0.5,-0.4,0.9,1.6,-7,10,7,-0.7,-0.3,1.0
Cc1ccccc1NC(=O)c1ccc2c(O)c(S(=O)(=O)c3ccccc3)c(=O)[nH]c2c1,-1,-0.8,0.0,-0.4,-1.4,1,2,-1,-0.8,0.2,0.0
O=C(Cn1cc(CNC(=O)C2CCCCC2)nn1)Nc1cc(C(F)(F)F)ccc1Cl,5,-1.1,0.5,0.0,-0.4,-1,4,-1,-2.0,-0.1,0.2
CC(=O)Nc1cccc(-c2cc(NC(C)=O)c3ncc(-c4ccc(C(C)=O)cc4)n3c2)c1,8,-1.9,-3.2,-4.3,-1.3,-1,16,10,-6.1,-152,.
COc1ccccc1C1=NOC(Cn2c(NCCOCCO)nc3c2c(=O)n(C)c(=O)n3C)C1 (stereo not given),4,-1.8,0.7,0.2,0.9,3,-3,-1,2.0,0.2,.
NC(=O)C1CCN(C(=O)c2cccc3ccccc23)CC1,1,-0.3,1.5,0.1,1.3,1,13,-1,3.2,-0.5,-2.0
CCOc1ccccc1C(=S)NC1CCCCC1,31,-1.4,-1.5,-0.5,1.6,-1,4,3,-0.6,0.1,-0.8
COc1cccc(-c2cnc3c(NC(C)=O)cc(-c4ccc(OC)c(OC)c4)cn23)c1,10,-1.1,-1.0,0.8,4.1,5,0,5,-3.6,-0.2,.
Cc1cc(Cl)ccc1NC(=O)CCC(=O)N/N=C/c1cc([N+](=O)[O-])ccc1O,0,-0.2,-0.6,0.5,0.9,0,4,4,4.0,0.4,-1.7
COc1ccc(Br)cc1C(=O)Nc1ccccc1-c1ccccc1,-11,-0.3,4.0,0.6,1.1,-2,-1,-4,1.9,-0.6,0.9
O=S(=O)(Nc1ccc(S(=O)(=O)N2CCCC2)cc1)c1ccccc1Br,5,-1.6,-0.9,1.8,0.1,-2,-24,10,0.1,0.5,1.0
CC(=O)N1CCSc2ccc(S(=O)(=O)NCc3ccc(F)cc3)cc21,4,-1.6,-1.2,-0.8,-1.5,-5,1,-1,-2.4,0.1,-1.2
CN1CCN(C(=S)NC(=O)/C=C/c2ccccc2Cl)CC1,0,-0.1,1.7,0.4,3.8,1,-1,0,-1.0,0.3,-0.2
Cc1nc(-c2cccnc2)sc1C(=O)Nc1cccc(C(F)(F)F)c1,1,-2.0,-1.5,-0.8,-2.8,3,-4,-3,-2.8,-0.9,0.0
CCOC(=O)CSc1nnc(-c2cc(OC)c(OC)c(OC)c2)o1,-3,-1.6,0.3,-0.7,0.6,-1,2,1,-2.8,0.2,1.5
O=C(NC1CC2CCC1C2)C1CCN(S(=O)(=O)c2ccc(-c3nn[nH]n3)cc2)CC1 (stereo not given),1,-1.0,-1.1,0.4,1.3,2,-14,-2,-1.1,-0.3,-0.3
NC(Cc1ccc(F)cc1)c1csc(Nc2ccc(S(N)(=O)=O)cc2)n1 (stereo not given),3,-1.4,-0.6,0.3,-1.6,-4,4,1,1.1,-0.5,.
CC(C)CCn1nnnc1C(c1ccc(F)cc1)N1CCC(C(N)=O)CC1 (stereo not given),-8,-1.1,-0.1,-0.1,-0.9,1,1,1,-1.4,0.9,-0.7
Cn1cc(CN2CCCCC2C(=O)Nc2ccc(-n3cccn3)cc2)cn1 (stereo not given),0,-0.8,1.3,0.5,0.5,-1,2,2,-2.6,0.9,0.0
COc1ccc(C(c2c(N)[nH]c(=S)[nH]c2=O)c2c(N)[nH]c(=S)[nH]c2=O)cc1,-3,-1.1,-0.3,0.0,0.1,1,5,0,1.4,-0.1,1.4
CC(=O)c1cccc(NC(=O)C2CCN(C(=O)c3ccc([N+](=O)[O-])cc3)CC2)c1,-2,2.3*,4.2,0.2,2.1,0,3,-5,3.9,-0.5,1.4
CC1CCN(CCCNC(=O)COc2cc(=O)n(C)c3ccccc23)CC1,2,-0.3,-0.5,1.2,0.9,1,4,0,0.3,-0.3,1.6
CN(C)C1=NCCN1CCC1CCCC1,2,-1.0,-1.8,-0.3,-0.2,1,5,3,0.8,-0.4,2.3
CC1(C)CC(=O)C2=C(C1)N(Cc1cccnc1)C(=O)C2(NC(=O)c1ccc(F)cc1)C(F)(F)F (stereo not given),6,-1.3,1.6,-0.9,1.2,-8,7,4,-1.9,-0.4,-0.4
Cc1ccc(CS(=O)Cc2ccc(C(=O)N3CCN(C4CCCCC4)CC3)o2)cc1 (stereo not given),2,-1.1,-1.4,0.2,-0.1,-2,1,0,2.9,0.3,0.1
COc1ccc(/C=C/C(=O)c2cc(F)ccc2OC(=O)c2ccccc2)cc1OC,3,-0.5,-1.0,0.5,3.9,-3,-9,-1,-5.6,-5.0,-0.1
Cc1c(C=O)c2ccccc2n1CC(=O)N1CCc2ccccc2C1,-3,-0.7,0.2,-0.1,-0.8,0,-2,-3,-1.4,0.2,-0.9
CC(C)CCNC(=O)C(c1ccco1)N(Cc1ccccc1)C(=O)c1snc(C(N)=O)c1N (stereo not given),-11,-0.8,1.5,-1.2,1.5,-4,-9,-24,-4.1,0.6,0.2
Cc1ccccc1C(=O)NNC(=O)C1CCCN(c2ncccn2)C1 (stereo not given),4,-1.4,1.0,0.4,-1.1,0,-4,0,2.0,1.4,-0.8
CN(C(=O)CSc1nnc(Nc2ccccc2F)s1)C1CCS(=O)(=O)C1 (stereo not given),-2,-0.8,-0.5,1.4,1.2,0,-5,1,0.6,-0.1,0.1
CC(C)=CCC/C(C)=C/CNC(=O)C[C@H]1C[C@H](C(=O)N(C(C)C)C(C)C)[C@@]2(C)c3[nH]c4ccc(Cl)cc4c3CCN2C1=O,1,-1.0,-0.6,0.7,-0.6,-4,13,-6,3.3,0.3,0.3
Cc1cc([N+](=O)[O-])ccc1NC(=O)CSc1nncn1-c1cccnc1,2,-0.8,1.0,-0.2,-0.4,-2,10,3,-1.3,-0.3,0.5
CN(CC(=O)Nc1cccc(F)c1)C(=O)CCc1nc2cc(S(=O)(=O)N3CCOCC3)ccc2n1C,-3,-0.9,-1.1,0.5,3.6,1,-5,0,-1.9,0.6,-0.4
O=C1/C(=C\c2ccccc2Cl)SC(=S)N1CCC(=O)N1CCCc2ccccc21,-4,-1.6,-0.2,0.5,0.2,1,-1,-1,0.8,0.1,-0.6
CCOC(=O)c1sc(NC(=O)CSc2nnc(C)s2)c(C(=O)OCC)c1C,-1,-1.6,2.2,0.2,0.7,0,-11,18,0.2,-0.2,-0.1
COc1cccc(C=NNC(=O)CCCC(=O)NN=Cc2cccc(OC)c2)c1,0,-1.3,-0.5,-1.4,0.3,-3,-5,-6,0.8,0.7,0.6
CCOC(=O)N1CCC(NC(=O)CCc2nc(-c3ccccc3F)no2)CC1,8,-1.7,-2.1,-0.1,0.9,0,5,0,0.9,-0.3,-0.8
O=C(CCC(=O)N1CCOc2ccccc21)Nc1ccc(F)cc1F,-1,-1.4,1.0,0.0,-0.8,-4,0,0,2.3,-0.3,1.2
Cc1ccc2c(Cl)cc(Cl)c(OCC(=O)N(C(C)C)C(C)C)c2n1,-5,-1.5,0.0,0.1,1.0,0,-2,-4,-0.8,0.3,3.0
Nc1nc(-c2cc(O)ccc2[N+](=O)[O-])cc(-c2ccccc2)c1[N+](=O)[O-],-3,-0.1,-0.1,1.7,0.8,2,8,-19,5.0,0.5,2.9
COc1ccc(-c2nc(CS(=O)(=O)CC(=O)NCCc3ccccc3)c(C)o2)cc1,-5,-0.9,-1.4,-1.2,1.2,0,-8,-2,0.5,0.5,-0.2

# Entries of single compounds from above. Order of screens: NPR2 activator, ssDAF-12 act, hcDAF-12 act, DAX1 inh-1, FXN GAA850 act, SMARCA2 activ, sPLA2-III inh, NPR1 activator, hgDAF-12 ag, KLK7 zymogen act, DAX1 inh-2
# Results for Cc1cc(Cl)ccc1NC(=O)CCC(=O)N/N=C/c1cc([N+](=O)[O-])ccc1O → 0, -0.2, -0.6, 0.5, 0.9, 0, 4, 4, 4.0, 0.4, -1.7
# Results for CC1CCN(CCCNC(=O)COc2cc(=O)n(C)c3ccccc23)CC1 → 2, -0.3, -0.5, 1.2, 0.9, 1, 4, 0, 0.3, -0.3, 1.6
# Results for COc1ccc(Br)cc1C(=O)Nc1ccccc1-c1ccccc1 → -11, -0.3, 4.0, 0.6, 1.1, -2, -1, -4, 1.9, -0.6, 0.9
